Pf Dd2 growth: qHTS Primary assay for Inhibitors of Plasmodium falciparum Dd2 growth in vitro | P. falciparum Dd2 growth, SYBR Green, 72 h | Potency, µM (top dose mostly 28.9 µM), for inactives: at the top dose activity, negative = inhibition, most hits filed as inhibitors | 120,000 tested, 4.3% active; active = well fitted inhibition curve with a large enough effect; inconclusive = small, poorly fitted or top-dose-only effect; inactive = no such curve, though single readings can be large or run the other way;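 also: plate controls were DMSO vehicle for no effect and reference drug for full effect; nearly all actives have a fitted effect of over 65% in size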
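Infected erythrocytes (Dd2, 0.3% parasitemia, 2.5% hematocrit final) are added to compound in RPMI-1640/Albumax II medium, grown 72 h at 37C in low oxygen, then lysed with saponin/Triton-X containing SYBR Green and read by fluorescence.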
Numbers without * were called inactive; i = inactive; ? = inconclusive; [ ] = dose if it differs, or a comment. Potency is read from the fitted curve at half-maximal effect. Not all compounds are listed; the hit share may differ from the screen's.

Start of the data: the first 5 records, ahead of the listing:
smiles	Pf Dd2 growth
O=C1CCn2nnc(CNc3ccc(OC(F)(F)F)cc3)c2CN1Cc1ccccc1	?
COc1cccc(CN2C[C@@H]3C(=O)N(Cc4ccc5c(c4)OCO5)C(=O)[C@@H]3C2)c1	-18.0%
CCn1cc(S(=O)(=O)N2C[C@H]3CN(CCO)C[C@@]3(C(=O)O)C2)cn1	1.5%
Cc1cc(C)c2c(CC(=O)Nc3c(C(=O)c4ccc(F)cc4)oc4ccccc34)coc2c1	?
COc1cccc(Cn2c(CNS(=O)(=O)c3ccc(C(C)(C)C)cc3)nc3cccnc32)c1	?

All compounds of this part (from the top)
smiles	Pf Dd2 growth
O=C1CCn2nnc(CNc3ccc(OC(F)(F)F)cc3)c2CN1Cc1ccccc1	?
COc1cccc(CN2C[C@@H]3C(=O)N(Cc4ccc5c(c4)OCO5)C(=O)[C@@H]3C2)c1	-18.0%
CCn1cc(S(=O)(=O)N2C[C@H]3CN(CCO)C[C@@]3(C(=O)O)C2)cn1	1.5%
Cc1cc(C)c2c(CC(=O)Nc3c(C(=O)c4ccc(F)cc4)oc4ccccc34)coc2c1	?
COc1cccc(Cn2c(CNS(=O)(=O)c3ccc(C(C)(C)C)cc3)nc3cccnc32)c1	?
COCc1cc(C[C@@H]2CC[C@H](O)[C@@H](CN(CC3CCCCC3)CC3CCCCC3)O2)no1	3.16µM*
CCC1(N2CCN(C(=O)c3ccc(N(C)C)cc3)CC2)CCN(C(=O)NC)C1 (stereo not drawn)	-17.5%
CCN1CCC(CCNC(=O)C2CCCN(S(C)(=O)=O)CCC(=O)NCC2)CC1 (stereo not drawn)	24.3%
COc1cccc(CNC[C@H]2O[C@H](Cc3cc(-c4ccccn4)on3)CC[C@@H]2O)c1	?
Cc1c(Cl)cccc1NC(=O)C(=O)NCCc1csc2nc(-c3ccccc3F)nn12	?
O=C(O)CCn1cnc2onc(-c3cc(F)cc(F)c3)c2c1=O	0.9%
COc1cc(NC(=O)CN2C(=O)NC3(CCCCC3)C2=O)cc(OC)c1OC	-27.1%
O=C(NCCCc1nc2ccccc2n1Cc1cccc(Cl)c1)C1CCCCC1	-3.3%
CCOc1ccc(NC(=O)c2cc3cc(C)ccc3n2C)cc1	19.6%[0.594 µM]
CCOc1ccccc1CN1CCC2(CCN(Cc3ccsc3)CC2)Oc2ccccc21	10µM*
CCN1C(=O)c2ccccc2S(=O)(=O)c2ccc(C(=O)NCc3ccccc3Cl)cc21	?
CSCC(=O)N[C@H]1CCN2C(=O)c3cc(-c4ccc(Cl)cc4)ccc3NC(=O)[C@H]12	?
CC(C)C(=O)N1CCCCCCN(C)C(=O)[C@@H]2CCC[C@@H]21	-4.3%
COCCCNc1nc2c(c(=O)n(Cc3ccc(F)cc3)c(=O)n2C)n1C	-15.0%
CN1CCCCCC(O)c2cc(C(=O)NCCCN3CCCC3=O)ccc21 (stereo not drawn)	i
O=C(c1cccc(F)c1)N1CCC(n2cc(-c3nc(-c4ccccc4)no3)nn2)C1 (stereo not drawn)	i
Cc1cccc2cc(CN(C(=O)c3cccc(Cl)c3)c3ccccc3)c(=O)[nH]c12	i
O=C(CCn1c(=O)c2cccn2c2ccc(F)cc21)NCCc1ccccc1	?
CN(Cc1ccccc1)C(=O)[C@@]12CCCC[C@H]1N(C)C(=O)CC2	?
CCC1(C(=O)NCc2ccc(N3CCC(C)CC3)cc2)CCCCC(=O)N1 (stereo not drawn)	-4.4%
COc1cc(NC(=O)CCn2cnc3ccccc3c2=O)cc(OC)c1	-9.9%
Cc1ccc2c(=O)c(C(=O)c3ccccc3)cn(CC(=O)Nc3ccccc3C)c2n1	-7.2%
O=C(c1cc(-c2ccc(Cl)cc2)on1)N(Cc1ccc(F)cc1)Cc1ccco1	4.7%
Cc1cccc(CC(=O)N[C@@H]2CN(c3ccncn3)C[C@H]2CO)c1	-17.4%
Cc1ccc(C)c(N2CCN(C(=O)C3CCN(C(=O)c4cc5sccc5n4C)CC3)CC2)c1	?
COc1ccccc1-c1nnc([C@H]2CCN(Cc3ccccc3O)C2)o1	-30.5%[44.1 µM]
CN1CC(=O)N(c2ccccc2F)Cc2c(NCCc3ccc(Cl)cc3)ncnc21	i
Cn1c(=O)oc2cc(S(=O)(=O)N3CCc4c(nc[nH]c4=O)C3)ccc21	-22.9%
O=C(N1CCCC1)N1C2CCC1CN(c1ccc(C(F)(F)F)cc1)C2	?
Cc1onc(C(=O)N2CCCCCCNC(=O)[C@@H]3CCCC[C@@H]32)c1Cn1cccn1	?
CSCCCNC(=O)c1c(C)noc1-c1ccco1	1.9%
COc1ccc(-c2noc(-c3ccc(NC(C)c4ccccc4)c([N+](=O)[O-])c3)n2)cc1OC (stereo not drawn)	1.9%
O=C1Nc2ccc(-c3cccc(C(F)(F)F)c3)cc2C(=O)N2CCN(C(=O)c3cccnc3)C[C@H]12	i
CCOc1ccccc1NC(=O)NCC(=O)N1CCCCCNC(=O)CC1c1ccccc1 (stereo not drawn)	?
CN1CC2(CCN(C(=O)c3cccnc3N(C)C3CCCCC3)CC2)OC1=O	-9.8%

Retrieved by structure from the entries so far, four records:
smiles	Pf Dd2 growth
CN1CC(=O)N(c2ccccc2F)Cc2c(NCCc3ccc(Cl)cc3)ncnc21	i
O=C1Nc2ccc(-c3cccc(C(F)(F)F)c3)cc2C(=O)N2CCN(C(=O)c3cccnc3)C[C@H]12	i
CN1CC2(CCN(C(=O)c3cccnc3N(C)C3CCCCC3)CC2)OC1=O	-9.8%
Cn1c(=O)oc2cc(S(=O)(=O)N3CCc4c(nc[nH]c4=O)C3)ccc21	-22.9%

Next section:
smiles	Pf Dd2 growth
O=C(C1CCCC1)N1Cc2ccccc2NC(=O)C12CCNCC2	-14.3%
Cn1c2ccccc2c2cnn(CC(=O)N3CCN(c4cccc(C(F)(F)F)c4)CC3)c(=O)c21	14.7%
CCC1(N2CCN(C(=O)c3ccccc3C(F)(F)F)CC2)CCN(C(=O)C(C)C)C1 (stereo not drawn)	i
O=C(Cn1c(=O)n(CC2CCC(C(=O)NCCc3ccccc3)CC2)c(=O)c2ccccc21)Nc1cccc(F)c1 (stereo not drawn)	-1.9%
O=C1NCc2ccccc2CC12CCN(Cc1ccc3ccccc3c1)C2 (stereo not drawn)	?
O=c1c2sc3ccccc3c2n(Cc2ccccc2)c(=O)n1CCc1ccccc1	0.9%
CCOC(=O)C1(Cc2ccc(F)cc2F)CCCN(S(=O)(=O)c2ccsc2)C1 (stereo not drawn)	?
COc1ccccc1-c1nnc([C@H]2CCN(C3CCN(C)CC3)C2)o1	i
O=c1[nH]ccn1C1CCN(Cc2ccsc2)CC1	21.4%[44.1 µM]
C#CCSc1nc(-c2ccccc2)c2cc(Cl)ccc2n1	19.2%
Cc1ncsc1C(=O)N1CCC(C(=O)O)(n2ccc(-c3ccco3)n2)CC1	-6.2%
Cn1cc(/C=C/c2nc3ccccc3c(=O)n2-c2ccccc2)c2ccccc21	?
O=C(CCCn1cncn1)NC1CC(c2cc(N3CCOCC3)ncn2)C1 (stereo not drawn)	-9.5%
COc1ccc(-c2noc(C(=O)NC(C)(C)C)c2[C@H](C)O)cc1	-11.0%[44.1 µM]
O=C1NC(C(=O)NC2CCCCC2)Cn2cccc21 (stereo not drawn)	31.1%[activator]
Cn1c2ccccc2c2cnn(CC(=O)NCc3ccc(Cl)cc3)c(=O)c21	22.1%
COc1cc(C(=O)N2CCC[C@H]2c2nc(-c3ccc(F)cc3)no2)cc(OC)c1OC	34.8%[activator]
CCCn1cc(C2CCN(S(=O)(=O)c3c(C)c(C)cc(C)c3C)CC2)c2ccccc21	10µM*
COCCc1nncn1C1CCN(C(=O)c2ccccc2OC(F)(F)F)CC1	0.5%
O=C1CC2(CCN([S+](=O)([O-])c3cccs3)CC2)Oc2ccccc2N1c1ccccc1	-1.3%
O=C(CCC[C@@H]1[C@H]2CCCN3CCC[C@@H](CN1Cc1ccccc1)[C@@H]23)N1CCOCC1	-24.4%
CN1CCN(C(=O)c2cc(C3CC3)[nH]n2)CC12CCNC(=O)CC2 (stereo not drawn)	1.7%
CCC(C)(C)C(=O)N1CCC2(CC1)N(C)C(=O)CS2(=O)=O	-20.5%
O=C(NC1CCCC1)c1c(OCC2CC2)cc(=O)n2c1CCOCC2	20.2%
O=C1Nc2ccccc2C2(CCN(C(=O)c3ccccc3F)C2)O1 (stereo not drawn)	-26.0%[44.1 µM]
COc1cc2c(cc1OC)C(C[C@H]1CN(C(=O)c3ccco3)CC[C@H]1CC(=O)O)=NCC2	-11.2%
CN(C)CC1(O)CCCN(Cc2cccc3ncccc23)C1 (stereo not drawn)	?
Cc1nnc(CN(C)C(=O)c2cccc(S(=O)(=O)N3CCOCC3)c2)o1	-4.5%
CCC1=C(C(=O)OC)C(c2ccccc2F)N2C(CC(=O)N3CCC(C)CC3)=CSC2=N1 (stereo not drawn)	?
CC(C)Cn1nc(NC(=O)c2cccc(Cl)c2)c2cc3ccccc3nc21	i

Other structures follow.
| Molecule | Pf Dd2 growth |
| --- | --- |
| Cc1noc2c(NC3CCOCC3)cc(-c3ccsc3)nc12 | -5.7%[44.1 µM] |
| Cc1cc(C)cc(-n2ccnc(NCc3ccc(F)cc3)c2=O)c1 | -2.1% |
| CC(=O)N1CCC2(CC1)CN(C(=O)Cc1cccc(Cl)c1)CCO2 | 14.3% |
| COc1ccc2c(c1)cc(CNc1ccc(OC)c(OC)c1)c(=O)n2CC(=O)Nc1ccccc1C | i |
| NS(=O)(=O)c1ccc(F)c(C(=O)NCCSc2ccccn2)c1 | 16.4% |
| O=C(NCc1ccco1)c1ccc2c(c1)N(Cc1ccccc1F)C(=O)c1ccccc1S2(=O)=O | ? |
| COc1ccc(CCN2C(=O)O[C@@H]3CN(S(=O)(=O)N4CCCC4)C[C@@H]32)cc1 | 2.6% |
| COc1ccc(-c2c(C#N)c(SCC(=O)Nc3ccc(C)cc3)nc(C)c2C(=O)Nc2ccccc2)cc1 | -16.1% |
| CCn1cc(CN2CCC([C@@H]3CNC[C@H]3CO)CC2)c(C)n1 | 54.5%[activator] |
| COC(=O)c1ccc2c(c1)nc1n2[C@@H](CNC2CCC2)COC1 | 3.9%[44.1 µM] |
| O=S(=O)(Cc1ccccc1F)N1CCC(c2noc(-c3cccnc3)n2)C1 (stereo not drawn) | 6.7%[5.79 µM] |
| NC(=O)C1CCN([C@H]2[C@@H]3OC[C@@H](O3)[C@@H](NCc3ccc4c(c3)OCO4)[C@@H]2O)CC1 | 15.6%[44.1 µM] |
| CCOc1ccc(-c2ccnc(N3CCOC(CN)C3)n2)cc1C(=O)O (stereo not drawn) | -11.4% |
| CCOc1ccc(NC(=O)c2ccc3c(c2)N(CC)C2CCCN2C3=O)cc1 (stereo not drawn) | -9.1% |
| COc1cc(-c2noc(-c3ccc(NCC4CCCO4)c([N+](=O)[O-])c3)n2)cc(OC)c1OC (stereo not drawn) | 0.9% |
| CCCN1CCCCC12Cc1ccccc1CN(C(=O)C1CCCC1)C2 (stereo not drawn) | ? |
| Cc1ccc(Cl)cc1N1CCN(C(=O)c2cc3c(-c4ccccc4F)nn(C)c3s2)CC1 | ? |
| CCCS(=O)(=O)Nc1cccc(-c2cn3ccc(C)cc3n2)c1 | i |
| Cc1ccc2oc(=O)c3cc(C(=O)NCCCOC(C)C)sc3c2c1 | 38.6%[activator] |
| NC(=O)COC[C@@H]1CN(C(=O)CC2CCCCC2)C[C@H]1c1ccncc1 | 2.4% |
| O=C1c2c(nc(CNCc3cccnc3)n2Cc2ccccc2)NCCN1CC1CCOCC1 | i |
| CCN(CC)C(=O)C1=C(C)N=C2SC=C(CC(=O)NCc3ccco3)N2C1c1ccccc1F (stereo not drawn) | i |
| CC(C)C[C@H]1NC(=O)[C@@H]2C[C@@H](n3nnc(C(N)=O)c3C(N)=O)CCN2C1=O | 31.3%[activator][44.1 µM] |
| NCCCC(=O)N1CCC2(CC1)CN(C(=O)Cc1ccccc1)CCO2 | 4.7% |
| C[C@@H](NCC1CCCCC1)c1onc(-c2ccc(F)cc2)c1C(=O)O | -22.3%[44.1 µM] |
| COc1ccc(C(=O)N2CCC3(CCC3OC)CC2)cc1 (stereo not drawn) | 5.1% |
| CN(C)C(=O)c1cc(-c2ccc(Cl)cc2Cl)nc2c1cnn2C | i |
| Cc1noc(-c2cccc(OC3CN(C(=O)c4ccco4)C3)c2)n1 | i[5.79 µM] |
| CCCCCN1CCC2(CC1)Cc1ccccc1CNC2=O | ? |
| O=C(c1ccc(F)c(Cl)c1)N1CC(CO)C2(CCNCC2)C1 (stereo not drawn) | 12.5% |
| O=c1c2cc3c(cc2nc2sc(Nc4ccc(F)c(Cl)c4)nn12)OCO3 | 15.6% |
| CCCN(C(=O)CCn1cnc2onc(-c3ccc(F)cc3)c2c1=O)c1ccccc1C | 19.4% |
| CCC(=O)N1CCc2cc(S(=O)(=O)NCCC(=O)NC(C)c3ccccc3)ccc21 (stereo not drawn) | 2.9% |
| CCNC(=O)N1CCCCCC1CN1CCc2ccccc2C1 (stereo not drawn) | ? |
| COc1ccc(CNC(=O)CCCn2c(=O)c3cccn3c3ccc(F)cc32)cc1OC | ? |
| N#Cc1cccnc1N1CCN(Cc2ccc(F)c(F)c2)C(CCO)C1 (stereo not drawn) | -10.9% |
| CCc1c(C)nn(CCNc2ncnc3c2c(C)nn3C)c1C | -1.2% |
| Nc1c(C(=O)Nc2ccccc2Cl)c2ccccn2c1C(=O)c1ccccc1 | i |
| CCOc1ccc(C2CC(=O)c3c([nH]c(C(=O)OC4CCCCCC4)c3C)C2)cc1 (stereo not drawn) | ? |
| COc1ccc(-n2c(/C=C\c3ccccc3F)nc3ccccc3c2=O)cc1OC | i |
| COc1cccc(C(CC(=O)NC2CCCCC2)c2c[nH]c3ccccc23)c1OC (stereo not drawn) | -0.9% |
| Cc1cnc(C(=O)NC2C[C@H]3CC[C@@H](C2)N3C(=O)C2CCCCC2)cn1 (stereo partly drawn) | 21.1% |
| O=C(c1ccc2c(c1)CC(=O)N2Cc1ccccc1)N1CCN(C2CCCCC2)CC1 | 1.41µM* |
| Cc1ccc(NC(=O)CCc2c(C)nn(-c3ccc(N4CCOCC4)nn3)c2C)c(C)c1 | 19.4% |
